# DRD3 antagonist – qHTS of D3 Dopamine Receptor Antagonist: qHTS | max response, negative = inhibition, % | AID 652054, 2013 | 2.5% of 360,000 active | D3R cells, DiscoveRx beta-arrestin luminescence, antagonist mode; stronger effect = lower value; in the data active = max response below about -50%; inconclusive = no clear call, values can overlap the other calls; also: % is scaled to controls: 0 for no effect and ±100 for the full control effect; mostly tested at two doses, the higher about 12 µM
# Target sequence (P35462 whole entry, looked up): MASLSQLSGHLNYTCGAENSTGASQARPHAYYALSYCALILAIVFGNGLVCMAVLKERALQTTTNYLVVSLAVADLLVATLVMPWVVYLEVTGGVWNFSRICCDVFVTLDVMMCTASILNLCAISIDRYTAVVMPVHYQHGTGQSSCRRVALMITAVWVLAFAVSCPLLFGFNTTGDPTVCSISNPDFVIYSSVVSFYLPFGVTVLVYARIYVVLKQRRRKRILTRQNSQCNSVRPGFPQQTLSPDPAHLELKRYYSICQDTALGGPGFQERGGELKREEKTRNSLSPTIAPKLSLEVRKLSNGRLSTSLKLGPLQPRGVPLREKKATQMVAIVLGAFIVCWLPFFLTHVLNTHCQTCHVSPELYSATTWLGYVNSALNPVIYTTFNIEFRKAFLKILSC
#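 Cells plated overnight at 1500 cells/well, then exposed to library compounds with dopamine controls for 90 minutes at 37 degrees C. DiscoveRx reagent added for 30–60 minutes at room temperature; luminescence read, quantitative HTS format.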
# IL-1B inflam inh – qHTS for Inhibitors of Inflammasome Signaling: IL-1-beta AlphaLISA Primary Screen | 4.7% of 360,000 active | AID 743279, 2014 | THP-1 LPS/ATP IL-1B secretion, AlphaLISA, 16 h; stronger effect = lower value | activity change, % at 57.5 µM; in the data active = activity change below about -50%; inconclusive = mostly about -30% to -49%; also: % is scaled to controls: 0 for no effect and ±100 for the full control effect
#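 Secreted IL-1B measured by AlphaLISA bead assay after 16 h compound exposure of THP-1 cells; compounds (final up to 57.5 uM) added 1 h before LPS (250 ng/mL) and ATP (1.25 mM) stimulation; lower signal means less secretion.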
# KB-V1 MDR tox – qHTS assay for MDR1-selective chemotherapeutics: Primary screen using the drug-selected MDR subline cells KB-V1; KB-V1 MDR cells viability, CellTiter-Glo, 72 h; Potency, µM (titrated, usually from 46.1 µM), for the others: top-dose activity change, negative = cytotoxicity, usual class: cytotoxic; 3.4% of 400,000 active; also: potency is read from the fitted curve at half-maximal effect; % is scaled to controls: 0 for no effect and ±100 for the full control effect; nearly all actives have a fitted effect of over 60% in size
#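 Cytotoxicity via CellTiter-Glo luminescence after 72 h compound exposure at 37 degrees C. Cells: drug-selected KB-V1 line, DMEM phenol-red free plus 10% FBS. Compounds tested at multiple concentrations; normalized data fitted to concentration-effect curves.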
# KB-3-1 tox – qHTS assay for MDR1-selective chemotherapeutics: Primary screen using the parental adenocarcinoma cell KB-3-1 | KB-3-1 viability, CellTiter-Glo ATP luminescence, 72 h | Potency, µM (titrated, usually from 46.1 µM), inactives show at the highest dose activity change, negative = cytotoxic, actives largely listed as cytotoxic | 1.4% of 400,000 active; also: potency is read from the fitted curve at half-maximal effect; % is scaled to controls: 0 for no effect and ±100 for the full control effect; nearly all actives have a fitted effect of over 60% in size
#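 Cytotoxicity in the drug-sensitive parental line KB-3-1 was scored as loss of CellTiter-Glo luminescence following 72 h incubation with compound. Values come from curve fitting of normalized concentration-response data.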
# HT1080-NT tox – qHTS for induction of synthetic lethality in tumor cells producing 2HG: qHTS for the HT-1080-NT fibrosarcoma cell line; HT-1080-NT fibrosarcoma viability, CellTiter-Glo ATP luminescence, 48 h; Potency, µM (doses to about 46.1 µM), for inactives: at the highest dose activity, negative = less viability, hits mostly cytotoxic; 1.6% of 360,000 active;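 also: NT is the 2HG producing partner of a matched IDH1 knockdown line; potency is read from the fitted curve at half-maximal effect; 0% = DMSO-treated cells and -100% = media-only wells without cells; nearly all actives have a fitted effect of over 55% in size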
#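 Read-out is CellTiter-Glo luminescence after 10 minutes at room temperature, following 48 hours' compound treatment of HT-1080-NT cells (750 cells/well, RPMI, 5% FBS, 37 degrees C).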
# HT1080 IDH1KD tx – qHTS for induction of synthetic lethality in tumor cells producing 2HG: qHTS for the HT-1080-IDH1KD cell line; Potency, µM (top dose mostly 46.1 µM), inactives show top-dose activity, negative = toxicity, most hits filed as cytotoxic; 2% of 360,000 active; HT-1080 IDH1 knockdown viability, ATP luminescence, 48 h; AID 686971, 2013;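 also: potency is read from the fitted curve at half-maximal effect; 0% = DMSO wells and -100% = cell-free medium wells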
#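 In this qHTS, HT-1080 cells depleted of IDH1 are exposed for 48 h at 37 °C to compound titrations. Toxicity is scored from CellTiter-Glo luminescence, with DMSO as full viability and medium alone as none.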
# D3 ag – qHTS of D3 Dopamine Receptor Agonist: qHTS; D(3) dopamine receptor (Homo sapiens), P35462; D3R DiscoveRx beta-arrestin cells, luminescence, 90 min; max activation, %; 0.58% of 410,000 active; in the data active = max activation above about 30%; also: 0% is about no effect; mostly tested at two doses, the higher about 12 µM
#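 Agonist mode: compounds and dopamine controls were applied to plated cells for 90 min at 37 degrees C after an overnight attachment at 1500 cells/well. Luminescent read-out followed 30 - 60 minutes at room temperature with DiscoveRx detection reagent.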
# SW480 rereplic – A quantitative high throughput screen for small molecules that induce DNA re-replication in SW480 colon adenocarcinoma cells; 1.8% of 340,000 active; AID 624297, 2012; SW480 DNA re-replication, Hoechst DNA content imaging, 48 h; Potency, µM (titrated, usually from 46.1 µM), for the others: at the highest dose re-replication activation, usual class: activators; also: potency is read from the fitted curve at half-maximal effect; % of control where 0% means no effect; nearly all actives have a fitted effect of over 55% in size
#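 250 cells/well; 23 nL cpd via pin tool; 48 hr, 37 C, 5% CO2; Hoechst 40 min; imager read of total nuclear intensity, ex 405/em 500-530 nm.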
# GLP1R ag – qHTS of GLP-1 Receptor Agonists; Glucagon-like peptide 1 receptor (Homo sapiens), P43220; Potency, µM (highest dose often 45.6 µM), inactives show at the highest dose activation, actives largely listed as activators; 0.007% of 380,000 active; HEK293 GLP-1R CRE-luciferase, luminescence, 4-6 h; cells express a hypersensitive GLP-1R form; also: potency is read from the fitted curve at half-maximal effect; % of control where 0% means no effect
# Target sequence (P43220 whole entry, looked up): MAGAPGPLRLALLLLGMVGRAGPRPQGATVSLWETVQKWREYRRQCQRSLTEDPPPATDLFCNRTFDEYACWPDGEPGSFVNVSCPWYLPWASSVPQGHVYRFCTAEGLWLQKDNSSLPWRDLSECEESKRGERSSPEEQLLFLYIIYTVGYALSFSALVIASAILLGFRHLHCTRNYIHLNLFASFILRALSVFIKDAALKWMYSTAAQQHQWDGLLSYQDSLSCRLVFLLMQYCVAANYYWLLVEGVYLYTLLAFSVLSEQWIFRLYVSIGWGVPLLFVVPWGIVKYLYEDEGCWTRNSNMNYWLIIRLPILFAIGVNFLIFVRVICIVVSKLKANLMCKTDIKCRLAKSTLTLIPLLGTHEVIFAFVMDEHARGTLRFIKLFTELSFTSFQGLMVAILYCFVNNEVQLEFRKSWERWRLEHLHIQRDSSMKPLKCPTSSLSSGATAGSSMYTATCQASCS
# An asterisk follows results filed as active; ? = inconclusive; · = not tested or not shown; & = joins results of further samples; [ ] = another dose, or the depositor's remark. Unless noted, calls follow the shape of the dose curve; as a rule, active = well fitted curve in the direction sought with a large enough effect; inconclusive = small, poorly fitted or top-dose-only effect, or another doubt; inactive = no such curve, though single readings can be large; an effect the other way counts as inactive or inconclusive. Random draw from the library. Share with any hit: about 12%.
canonical_smiles,DRD3 antagonist,IL-1B inflam inh,KB-V1 MDR tox,KB-3-1 tox,HT1080-NT tox,HT1080 IDH1KD tx,D3 ag,SW480 rereplic,GLP1R ag
CN(Cc1ccsc1)C(=O)CCc1nnc(Cc2c[nH]c3ccccc23)o1,-8,6,0%,11%,-13%,2%,5,-5%,1%
CC(C)c1ccc(O)c(NC(=O)c2cccnc2)c1,-19,27,-3%,-17%,-1%,-3%,-13,-12%,3%
COc1ccc(-c2cc(=O)oc3c(C)c(OC(C)C(C)=O)ccc23)cc1 (configuration not stated),-8,?,-4%,-23%,-15%,-18%,-5,11%,23%
COc1ccccc1NC(=O)Cn1c2ccc(F)cc2c2nc3n(c(=O)c21)CCS3,-13,-5,20%,4%,-1%,-18%,0,-44%[inhibitor],16%
COc1ccc(C2NC(C(=O)O)Cc3c2[nH]c2ccccc32)cc1CN1CCN(c2ccc(F)cc2)CC1 (configuration not stated),1,19,0%,29%,-5%,0%,-10,5%,-2%
C=CCN(c1ccccc1Cl)S(=O)(=O)c1cccc(C(=O)NCCc2ccc(OC)cc2)c1,-1,0,2.3µM*,23µM*,-1%,-15%,-4,12%,-3%
C=CCNC(=O)C1CC1(c1ccccc1)c1ccccc1 (configuration not stated),?,0,18µM*,-4%,6%,-9%,-2,-97%[inhibitor],2%
O=C(NCCC1=CCCCC1)c1ccc2c(c1)N(Cc1ccc(Cl)cc1)C(=O)c1ccccc1S2=O (configuration not stated),·,·,?,10%,·,·,0,·,1%
C=CCn1c(SCC(=O)NC2CCCCC2)nnc1-c1sc(N)nc1C,-51*,4,0%,-2%,19%,-8%,-1,-1%,12%
CCN1CCN(c2cc3c(cc2F)c(=O)c(S(=O)(=O)c2ccccc2)cn3C)CC1,-26,56,?,-19%&3%,5%,4%,-9&-6,-2%,-3%
O=C(COc1ccc(F)cc1)Nc1ccccc1N1CCOCC1,11,-13,-1%,-8%,4%,3%,1,-1%,2%
COc1ccc2[nH]cc(C(=O)CN(C)CCc3ccc(OC)c(OC)c3)c2c1,12,0,7%,-3%,-15%,-7%,2,2%,1%
COc1ccc(Br)c(C(=O)N2CCCC2(C)C(=O)NCC(C)C)c1 (configuration not stated),0,38,15%,0%,12%,22%,-4,·,-4%
COC(=O)c1cc(S(=O)(=O)NCc2cccc(Br)c2)c[nH]1,-6,-10,14%,5%,-4%,2%,3,3%,0%
O=C(Nc1ccc2ccccc2c1)/C(=C\c1ccc2c(c1)OCO2)NC(=O)c1ccco1,-8,-18,-27%,13%,1%,2%,-4,0%,0%
O=C1N[C@@H](Cc2ccccc2)C(=O)N2[C@@H]1C[C@@]1(Br)c3ccccc3N(S(=O)(=O)c3ccccc3)[C@@H]21,-16,-2,-12%,24%,10%,13%,-1,-10%,-2%
O=C(O)c1cccc(NC(=O)c2cccc(S(=O)(=O)N3CCCCC3)c2)c1,6,-1,7%,-2%,3%,-21%,7,-23%,-9%
CS(=O)(=O)N1N=C(c2ccccc2)CC1c1cccs1 (configuration not stated),0,-13,-18%,-1%,-2%,-5%,-2,1%,27%
CCN(CC)C(=O)CSc1nnc(-c2ccc(S(=O)(=O)N3CCOCC3)cc2)n1C,0,14,0%,2%,6%,8%,8,15%,-2%
CCOc1ccc(S(=O)(=O)N2CCCC(C(=O)NCc3ccccn3)C2)cc1 (configuration not stated),8,3,?,-1%,-2%,6%,0,1%,11%
COc1ccc(CC(=O)Nc2cc(S(=O)(=O)N3CCOCC3)ccc2N2CCOCC2)cc1OC,-1,-18,-18%,?,-3%,0%,-4,-4%,-4%
CC(C)c1ccc(NC(=O)c2cnn(-c3ccccc3)c2NC(=O)c2ccco2)cc1,-6,20,-29%,3%,1%,0%,3,1%,0%
COc1cc(C(=O)Nc2ccc3nc(N4CCOCC4)sc3c2)cc(OC)c1OC,-14,62,?,-24%,6%,-2%,5,-14%,17%
CC[C@]12C(=O)N(C)C[C@H]([C@@H]3C(=O)N(C)C(=O)[C@@H]31)N2C(=O)c1ccc(C(C)(C)C)cc1,-20,-12,6%,18%,21%,11%,0,-7%,-2%
COc1ccc(-c2c(-c3cc(OC)cc(OC)c3)n(C)c3ccc(-c4ccc(OC)cc4F)cc23)cc1,-6,-7,-2%,-16%,3%,2%,4,6%,0%
COc1ccccc1N1CCN(C(c2cccs2)C(C)NC(=O)c2cccnc2)CC1 (configuration not stated),-17,22,-16%,-21%,-5%,-12%,-8,1%,9%
CSc1nnc([C@@H]2CCCN2C(=O)OC(C)(C)C)o1,-9,10,-9%,-12%,2%,16%,6,1%,-2%
CN1CCN(C2CN(Cc3ccc([N+](=O)[O-])cc3)S(=O)(=O)C2)CC1 (configuration not stated),-11,22,-6%,3%,5%,1%,3,·,0%
C/C(CC(=O)Nc1cccc2c1CCCC2)=N\NC(=O)c1cccc2ccccc12,0,-16,15%,2%,-7%,1%,-12,1%,-1%
NC(=O)c1ccc(Cn2c(C(=O)c3cc(Cl)c(N)c(Cl)c3)c3ccccc3[n+]2[O-])cc1,0,29,-24%,?,16µM*,12µM*,6,?,16%
Cc1ccc(C(=O)N2CCCN(c3nc4cc5c(cc4cc3C#N)OCO5)CC2)cc1,2,18,23µM*,?,?,21µM*,-4,13µM*,28%
Cc1ccc(S(=O)(=O)NCC(c2ccco2)N2CCc3ccccc3C2)cc1 (configuration not stated),-6,2,-13%,-20%,-2%,-3%,-20,1%,6%
CN(C)c1ccc(/C=C/C(=O)c2ccc(C(C)(C)C)cc2)cc1[N+](=O)[O-],-7,-96*,18µM*,?,-7%,?,2,?,-1%
Cc1sc(=NC(=O)c2ccco2)n(C)c1-c1ccc(Cl)cc1,-13,-16,?,-8%,-2%,-1%,1,-2%,6%
CC(=O)CSc1nnc(C(F)(F)F)n1C,3,24,0%,4%,-1%,0%,3,-10%[9.22 µM],6%
COc1ccc(CCNC(=O)Cc2ccc([N+](=O)[O-])cc2)cc1OC,-17,19,-14%,-3%,5%,15%,-8,-8%,-2%
C[C@H](NC(=O)c1ccccc1)C(=O)OCC(=O)Nc1ccc(Cl)cn1,3,14,17%,6%,6%,8%,-2,·,15%
CCOc1ccccc1NC(=O)COC(=O)c1cnc(C)cn1,-2,5,0%,-2%,5%,3%,1,-5%,-2%
O=S(=O)(CC=CCS(=O)(=O)c1ccccc1)c1ccccc1,5,-21,12%,0%,-3%,8%,5,0%,9%
CC(C)C(=O)Nc1cc(S(=O)(=O)Nc2cccc(Cl)c2)ccc1Cl,6,51,4%,2%,-5%,-15%,0,-4%,7%
O=CN(Cc1ccccc1)c1cc([N+](=O)[O-])ccc1OCc1ccccc1,0,-20,5.8µM*,3%,3%,10%,3,-3%,9%
CC1(C(=O)Nc2ccc3c(c2)OCCO3)CSCC(=O)N1C1CC1 (configuration not stated),7,0,-7%,-13%,5%,-4%,6,·,·
Cc1c(N2C(=O)CS/C2=N\N=C\c2ccc(Br)cc2)c(=O)n(-c2ccccc2)n1C,2,-18,-6%,26%,4%,-1%,2,-6%,-11%
COc1ccc(C(=O)NCc2nnc(SCC(=O)N3CCc4ccccc43)n2Cc2ccccc2)cc1,-22,7,11%,-1%,20%,13%,-11,0%,-8%
Cc1c(C(=O)N2CC[C@@H](N3CCC(O)CC3)[C@H](O)C2)[nH]c2ccc(Cl)cc12,12,-54*,2%,-13%,-20%,?,5,-1%,4%
N#C/C(=C\c1cccs1)C(=O)N1CCOCC1,19,-10,?,23%,12%,22%,16,-7%[9.22 µM],6%
CCCCOc1ccc(/C(O)=C2/C(=O)C(=O)N(Cc3cccnc3)C2c2ccncc2)c(C)c1 (configuration not stated),?,15,-7%,-5%,13%,10%,5,?,17%
O=C(NNC1OC(CO)C(O)C(O)C1O)c1cccc(Br)c1 (configuration not stated),-2,5,14%,3%,-4%,0%,-1,-45%[inhibitor],1%
O=C(Nc1ccc(C(=O)N2CCCCC2)cc1)c1ccccc1Br,4,-6,3%,0%,12%,5%,-9,5%,1%
Cc1cc2cc(CN(Cc3ccco3)C(=S)NCC3CCCO3)c(=O)[nH]c2cc1C (configuration not stated),7,-63*,9.2µM*,-16%,2%,10%,2,13%,18%
COC(=O)c1ccc(/C=N/NC(=O)CC(=O)NC(C)C)cc1,6,22,13%,-1%,0%,0%,4,0%,0%
COc1ccc(-c2[nH]nc3oc(=O)cc(C)c23)cc1,?,9,-28%,-7%,-4%,0%,-5,-7%,9%
CCOC(=O)c1c(-n2c(C)cc(C=O)c2C)sc2c1CCCC2,-19,-56*,?,-26%,-22%,?,2,?,-2%
O=C(OCn1nnc2ccccc2c1=O)c1cccs1,23,10,-4%,0%,11%,8%,0,0%,4%

# 2 compounds from above, limited to IL-1B inflam inh, SW480 rereplic and KB-3-1 tox.
molecule	IL-1B inflam inh	SW480 rereplic	KB-3-1 tox
CC(C)C(=O)Nc1cc(S(=O)(=O)Nc2cccc(Cl)c2)ccc1Cl	51	-4%	2%
O=CN(Cc1ccccc1)c1cc([N+](=O)[O-])ccc1OCc1ccccc1	-20	-3%	3%
